Assay outcomes as filed in PubChem BioAssay.
15-hLO-2 inh: blocks human 15-lipoxygenase 2 activity; AID 881; actives 0.56% (n = 110,000); Potency, µM (titrated, usually from 57.1 µM), without a hit: at the top dose activity change, negative = inhibition, actives largely listed as inhibitors; O15296; purified 15hLO-2, xylenol orange hydroperoxide absorbance; further: potency means the concentration at half of the fitted maximal effect; nearly all actives have a fitted effect of over 60% in size; many of its hits are not listed in these tables
Target sequence (O15296 whole entry, looked up): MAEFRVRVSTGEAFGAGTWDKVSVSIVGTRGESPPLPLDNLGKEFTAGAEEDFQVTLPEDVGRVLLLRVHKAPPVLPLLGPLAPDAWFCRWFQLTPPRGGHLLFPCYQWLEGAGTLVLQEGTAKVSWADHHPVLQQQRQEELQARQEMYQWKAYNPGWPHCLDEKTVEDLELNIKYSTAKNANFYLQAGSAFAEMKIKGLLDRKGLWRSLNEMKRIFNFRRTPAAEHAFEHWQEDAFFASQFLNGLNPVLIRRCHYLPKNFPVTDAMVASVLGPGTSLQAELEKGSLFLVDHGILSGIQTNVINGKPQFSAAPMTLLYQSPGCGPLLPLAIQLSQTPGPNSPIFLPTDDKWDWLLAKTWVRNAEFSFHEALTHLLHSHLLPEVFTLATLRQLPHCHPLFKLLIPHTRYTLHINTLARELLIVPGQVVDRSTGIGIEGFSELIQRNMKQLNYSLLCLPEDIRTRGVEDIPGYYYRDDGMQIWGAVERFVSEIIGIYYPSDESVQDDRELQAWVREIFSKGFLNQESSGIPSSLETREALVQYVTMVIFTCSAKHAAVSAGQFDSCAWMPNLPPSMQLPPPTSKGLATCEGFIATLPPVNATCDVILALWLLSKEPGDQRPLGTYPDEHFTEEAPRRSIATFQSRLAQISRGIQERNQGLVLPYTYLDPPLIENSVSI
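Enzyme 50 nM, AA 45 uM, 25 mM Hepes pH 7.5 + 0.01% Triton X-100; cpd preinc 15 min RT, rxn 90 min RT; stop/detect with 200 uM XO + 300 uM Fe(II) in 50 mM H2SO4, 30 min; A573/A405.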
IMPase cell inh: cell-permeable inhibitors of inositol monophosphatase (IMPase); CHO-M1 cells, IP1 accumulation, HTRF TR-FRET ratio; inhibition (IP1 accumulation), % at 46.1 µM; 120,000 tested, under 10 active; active means well fitted curve in the direction sought with a large enough effect in the signal ratio, not every such curve was filed as active; inconclusive means small, poorly fitted or top-dose-only effect, or a change in a side signal; inactive means no such curve, though single readings can be large or run the other way; the % refers to the signal ratio;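 further: cells stimulated with carbachol in lithium chloride buffer; plate controls were DMSO basal wells for no effect and reference inhibitor wells for full effect; higher means more IMPase inhibition seen as more IP1 and lower FRET ratio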
Target sequence (P97697 whole entry, looked up): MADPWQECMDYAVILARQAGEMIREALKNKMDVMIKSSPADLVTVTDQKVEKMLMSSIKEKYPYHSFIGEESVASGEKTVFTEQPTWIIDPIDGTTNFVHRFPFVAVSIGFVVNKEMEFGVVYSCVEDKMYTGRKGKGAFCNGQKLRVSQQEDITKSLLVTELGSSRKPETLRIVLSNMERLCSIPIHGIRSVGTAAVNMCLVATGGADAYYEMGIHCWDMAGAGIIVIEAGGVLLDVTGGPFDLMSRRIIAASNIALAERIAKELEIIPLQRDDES
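Measured: the HTRF emission ratio (665/620 nm) plus the 620 nm donor channel, each fitted to the Hill equation to give AC50. Cells were CHO-M1 given compounds up to 46 uM and a 30 min carbachol stimulation at 37C.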
PNC assembly inh: blocks assembly of the perinucleolar compartment | activity change (PNC), negative = inhibition, % at 10 µM | AID 2417 | actives 3.1% (n = 140,000) | PC3M PTB-GFP, PNC prevalence imaging, 16 h; stronger effect = lower value;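 active means readout at or below -70, meaning at least 70% loss of cells showing the perinucleolar compartment, a nuclear body marking cancer cells; inconclusive means readout between -30 and a set limit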;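 further: plate controls were DMSO wells for no effect and camptothecin positive control wells for full effect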
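PC3M cells stably expressing PTB-GFP, 750–1000 cells/well, treated 16 h at 37 °C with compound (23 nl of library stock), in duplicate. After paraformaldehyde fixation and Hoechst stain, imaged at 20x; PNC prevalence scored by image analysis.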
12-hLO inh: 12-hLO (ALOX12) enzyme inhibition; purified 12-hLO, xylenol orange hydroperoxide absorbance; Potency, µM (top dose mostly 57.1 µM), inactives show top-dose activity change, negative = inhibition, most hits filed as inhibitors; actives 0.12% (n = 150,000); further: potency means the concentration at half of the fitted maximal effect; nearly all actives have a fitted effect of over 55% in size; many of its hits are not listed in these tables
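Purified human 12hLO (150 nM final) was preincubated with compounds for 15 min at room temperature in 25 mM Hepes pH 7.0, 0.01% Triton X-100, then reacted with 40 uM arachidonic acid for 30 min. Hydroperoxide was detected with ferrous iron/xylenol orange.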
Active calls of the source: *; ? = inconclusive; . = no result given; & = joins results of further samples; [ ] = another dose, or the depositor's remark. Unless noted, the call rests on the fitted dose curve; in most records, active means well fitted curve in the direction sought with a large enough effect; inconclusive means small, poorly fitted or top-dose-only effect, or another doubt; inactive means no such curve, though single readings can be large; an effect the other way counts as inactive or inconclusive. Unless noted, on the % scale 0 is the no-effect control and ±100 the full control effect.

cpd	molecule	15-hLO-2 inh	IMPase cell inh	PNC assembly inh	12-hLO inh
1	CC(Sc1nc(N2CCOCC2)nc(N2CCOCC2)n1)C(=O)Nc1ccccc1 (stereo not given)	-13%	1	-24	3%
2	Cc1cccc(N2CCN(C(=S)NCCc3ccccc3)CC2)c1C	.	.	12	20%
3	CCOc1ccc(C(=O)NCC(C)C)cc1	-1%	-13	7	-3%
4	COC(=O)[C@@]1(Cc2ccc(F)cc2)[C@H]2c3cc(C(=O)N(C)C)n(Cc4ccc(C)o4)c3C[C@H]2CN1C(=O)c1ccccc1	-28%	.	.	-7%
5	CCOC(=O)CCSc1nc2c(c(C(F)(F)F)c1C#N)CCC2	4%	-2	-12	-8%
6	O=C(CSc1nc2ccccc2s1)Nc1cc(S(=O)(=O)N2CCOCC2)ccc1Cl	.	14	-1	-4%
7	CC1(C)Cc2nc3sc4c(SCC(=O)NCc5ccco5)ncnc4c3cc2CO1	-10%	12	?	-6%
8	CCOC(=O)c1c(C)[nH]c(C(=O)COC(=O)C2(C)CC2(Cl)Cl)c1C (stereo not given)	1%	17	27	-6%
9	CCCN(C(=O)Cc1nc(N)n[nH]1)C1(C(=O)Nc2c(C)cccc2C)CCCCC1	47%[activator]	-2	?	-2%
10	C=CCN(c1ccc(C(=O)Nc2cc(C)cc(C)c2)cc1)S(C)(=O)=O	.	.	0	-4%
11	CCc1ccc(NC2Nc3cc(C)nn3S2)cc1 (stereo not given)	.	.	67	-20%
12	CCNC(=S)N1CCN(C(=O)c2ccco2)CC1	0%	4	?	-3%
13	O=C1C2C3C=CC(CC3)C2C(=O)N1c1ccc2c(c1)OCO2 (stereo not given)	.	-10	-11	0%
14	NC(=O)c1c(N)sc2c1CCCC2	?	-5	16	-25%
15	COc1ccc(C2=[N+]([O-])C(C)(C)N(O)C2(C)C)cc1	-6%	6	?	-6%
16	CC(=O)NC1=C(N(C)C2CCS(=O)(=O)C2)C(=O)c2ccccc2C1=O (stereo not given)	.	.	-1	-1%
17	COCCCNS(=O)(=O)c1ccc(S(=O)(=O)N2CCCC2)cc1	0%	-2	?	-1%
18	O=C(CO)N/N=C/c1cccc(Cl)c1Cl	.	.	-7	2%
19	CC(=O)c1cccc(NC(=O)C2CCN(S(=O)(=O)c3ccc(F)cc3)CC2)c1	3%	5	-27	-2%
20	CCC(Sc1nc(C)cc(=O)[nH]1)C(=O)Nc1nnc(C)s1 (stereo not given)	4%	1	-11	-2%
21	COc1cc2[nH]c3c(=O)n(CCN(C(C)C)C(C)C)cnc3c2cc1OC	-4%	3	17	-3%
22	CCC1(c2cccc(Cl)c2)NC(=O)N(Cc2cc(C(=O)OC)c(C)o2)C1=O (stereo not given)	?	3	?	-12%
23	O=C(NCc1ccc2c(c1)OCO2)c1ccncc1	0%	1	43	-8%
24	O=C(c1ccco1)N1CCN(CCCCOc2ccc(F)cc2)CC1	.	.	-21	-3%

One compound at a time, as listed above.
`CCC(Sc1nc(C)cc(=O)[nH]1)C(=O)Nc1nnc(C)s1` (stereo not given) across the screens: 15-hLO-2 inh = 4%; IMPase cell inh = 1; PNC assembly inh = -11; 12-hLO inh = -2%
`CCC1(c2cccc(Cl)c2)NC(=O)N(Cc2cc(C(=O)OC)c(C)o2)C1=O` (stereo not given) across the screens: 15-hLO-2 inh = ?; IMPase cell inh = 3; PNC assembly inh = ?; 12-hLO inh = -12%

New compounds follow
cpd	molecule	15-hLO-2 inh	IMPase cell inh	PNC assembly inh	12-hLO inh
25	Oc1ccc(CNc2ccccc2F)c2cccnc12	-29%	-4	-27	?
26	Nc1cc(Cl)ccc1Oc1ccc(Cl)cc1	6%	-2	3	-5%
27	CCOC(=O)C1C(=O)NC(c2ccccc2)=NC1c1ccc(Cl)cc1 (stereo not given)	-1%[11.4 µM]	0[1.84 µM]	-11	-4%
28	C/C(=N\NC(=O)c1ccn(C)n1)c1cccc(NC(=O)c2ccc(C)s2)c1	.	.	36	-3%
29	O=C(O)CCc1ccc(-c2ccc(Cl)cc2)o1	-15%	-5	0	-12%
30	CC(C)(C)c1nc2ccccc2c2nnc(SCC(=O)Nc3nc4ccccc4s3)n12	-26%	-4	-16	0%
31	CCCCNC(=S)NCc1ccc2[nH]c(C)cc2c1	.	.	-115*	?
32	COC(=O)C1=C(N)c2ccccc2C1(C#N)c1ccccc1 (stereo not given)	1%	1	-5	6%
33	CCNC(=O)CN1c2cccc3cccc(c23)S1(=O)=O	2%	1	8	4%
34	CCCn1c(C)nc2c(NC3CCCCC3)nc(C)nc21	29%	.	.	1%
35	O=C(Nc1nnc(SCc2ccccc2)s1)c1cc2c(s1)CCCC2	-10%	2	-6	2%
36	CCN(C(=O)CSc1nnc2ccccn12)c1c(N)n(Cc2ccccc2)c(=O)[nH]c1=O	.	-8	39	0%
37	O=[N+]([O-])c1ccc(N2CCCCCC2)c(S(=O)(=O)N2CCCCC2)c1	-21%	9	22	-11%
38	Cc1c(Br)c([N+](=O)[O-])nn1CCCC(=O)Nc1sc2c(c1C(N)=O)CCC(C)C2 (stereo not given)	.	.	?	-4%
39	CCOc1ccccc1OCC(=O)O	-4%	4	-8	-11%
40	CCOC(=O)c1cnn2c(C(F)F)cc(C3CC3)nc12	.	.	-20	3%
41	CCOC(=O)c1c(C)oc2c1c(C(c1ccncc1)N1CCOCC1)c(O)c1ccccc12 (stereo not given)	4%[2.29 µM]	3	-27	?
42	Nc1c(OCC(=O)O)ccc2cc(S(=O)(=O)O)ccc12	-3%[11.4 µM]	.	.	-1%[11.4 µM]
43	Cn1cc(Br)c(C(=O)NC2CCCCC2)n1	3%	-4	3	4%
44	CC(NC(=O)c1ccc(Cl)cc1)C(=O)NC1=NCCS1 (stereo not given)	3%	-2	51	0%
45	CCN(CC)C(=O)N1CCC(NC(=O)c2ccc(C(C)(C)C)cc2)CC1	-2%	1	?	-3%
46	CCn1c(SCC(=O)Nc2cc(C)on2)nc2sc3c(c2c1=O)CCCC3	.	6	147	1%
47	CC(C)(C)c1ccc(-c2nnc(SCc3ccc(Cl)cc3)n2-c2cccc(C(F)(F)F)c2)cc1	2%[11.4 µM]	.	.	-1%[11.4 µM]
48	CC(C)N(C(=O)CSc1ncnc2sc(-c3ccccc3)cc12)C(C)C	2%	12	28	-2%
49	Cc1ccc(-n2[nH]c(C)c(C=Nc3ccc(S(=O)(=O)Nc4nccs4)cc3)c2=O)cc1C	.	.	5	0%
50	COc1ccccc1/C=C/C(=O)Nc1ccc2c(c1)CCC2	.	6	-7	0%
51	Cn1c2c(c(=O)n(C)c1=O)CN(Cc1ccc3c(c1)OCO3)CN2	-7%	-6	1	-4%
52	COC(=O)C1=NN(C(=O)c2ccc(C)cc2)C(O)(c2ccc(Cl)cc2)C1 (stereo not given)	10%	6	-1	-5%
53	CCN(CC)S(=O)(=O)c1ccc2[nH]cc(C(=O)NCCc3ccccc3)c(=O)c2c1	-2%	0	-5	-3%
54	COCCCn1c(SCC(=O)Nc2cccc(C)n2)nnc1-c1ccco1	0%	4	33	0%
55	NC(=O)c1ncc(C(F)(F)F)cc1Oc1cccc(C(F)(F)F)c1	4%	4	1	5%
56	O=C(O)c1cccnc1	6%	0[20.6 µM]	-10	-1%
57	CCc1sc(C(=O)NCc2cc(C)n(C)n2)cc1Br	1%	1	?	5%
58	COC(=O)[C@@]1(Cc2ccc(OC)cc2)[C@@H]2C(=CC(=O)[C@H]2CC(=O)C(=O)N2CCCC2)CN1C(=O)c1ccccc1	-1%	.	73	-3%&0%
59	Cc1cc(-c2n[nH]c(=S)n2Cc2ccccc2)cs1	.	.	0	-1%
60	c1ccc(Nc2ncnc3ccc(-c4cccnc4)cc23)cc1	6%	.	.	0%
61	CCCCOC(=O)CSc1nnc(-c2ccc(Cl)cc2Cl)o1	-4%	-2	22	-8%
62	O=C1c2ccccc2S(=O)(=O)c2cc(C(=O)N(c3ccccn3)c3ccccn3)ccc21	.	2	?	3%
63	C=CCN(CC=C)S(=O)(=O)c1ccc2nc(NC(=O)C3CCCO3)sc2c1 (stereo not given)	.	.	36	-2%
64	CCOC(=O)CC(=O)CSc1nc2ccc(C)cc2cc1C#N	-9%	2	0	?
65	COC(=O)N1CCC2(CCN(Cc3ccc(C#N)cc3)CC2)CC1	1%	.	.	0%
66	CC(Sc1nc(-c2ccccc2)cs1)C(=O)Nc1ccc(Cl)cn1 (stereo not given)	.	9	-21	-2%
67	O=C1CCC2CCCCC2(O)O1 (stereo not given)	9%	1	-5	-4%
68	CCOC(=O)N1CCN(C(=O)CN(c2ccc(OC)c(OC)c2)S(C)(=O)=O)CC1	1%	-4	-25	-6%
69	O=C(C1CCN(S(=O)(=O)c2ccccc2)CC1)N1CCOCC1	1%	2	-7	5%
70	O=C(Cc1ccccc1)Nc1cc(C(=O)c2ccccc2)ccc1N1CCOCC1	-5%	-1	57	2%
71	Cn1c(=O)c(-c2ccccc2)nn2c3ccccc3nc12	3%	-4	?	1%
72	CN(C)CCCN(Cc1ccccc1)C(=S)Nc1cccc(C(F)(F)F)c1	.	1	-21	4%
73	O=C(Nc1nccs1)c1cnccn1	.	-5	-100*	-1%
74	COc1ccccc1N1C(=O)c2ccccc2NC1C(OC)OC (stereo not given)	.	-5	-5	10%
75	Cc1ccc(OCC(=O)N2CCN(c3nnc(-c4ccc(C)cc4)c4ccccc34)CC2)cc1	6%	6	25	-6%
76	O=C(NC(=S)Nc1ccc2oc(-c3cccnc3)nc2c1)c1cccc(Cl)c1	-4%	10	-5	6%
77	O=C(CC(=O)NN=C1CCCC1)NCCc1ccccc1	0%	8	23	6%
78	CCn1c(SCC(=O)OCc2ccccc2)nc2c1c(=O)n(C)c(=O)n2C	-8%	1	22	3%
79	Cc1cc(N2CCC(C)CC2)nc(SCC(=O)c2ccccc2)n1	.	13	-119*	-4%
80	O=C(NO)c1ccccc1O	.	.	0	-5%

New compounds follow.
cpd	molecule	15-hLO-2 inh	IMPase cell inh	PNC assembly inh	12-hLO inh
81	COC(=O)c1c(NC(=O)CN2CCC3(O)CCCCC3C2c2ccc(F)cc2)sc(C)c1C (stereo not given)	.	.	-17	3%
82	O=C(NC(=S)Nc1ccc(NC(=O)c2cccs2)cc1)c1ccc([N+](=O)[O-])cc1	.	2	?	-4%
83	O=C(c1ccc(S(=O)(=O)N2CCOCC2)cc1)N1CCN=C1SCc1cccnc1	3%	-3	?	1%
84	COc1ccccc1CNC(=O)CCS(=O)(=O)c1cccs1	-3%	5	17	5%
85	O=C(OCC(=O)c1c[nH]c2ccccc12)c1cccc(S(=O)(=O)N2CCCCCC2)c1	.	-3	-28	0%
86	O=C(CN1CCSCC1)N/N=C/c1ccc(F)c(F)c1	0%	4	-113*	-1%
87	Cc1ccc(C(=O)N2CCN(c3ccc(NC(=O)c4cccnc4)cc3)CC2)cc1	6%	10	?	-2%
88	Cc1c(O)c(CN2CCCC2)cc2c1oc(=O)c1ccccc12	7%	2	27	-14%
89	O=C(c1ccncc1)N(c1ccc2oc3c(c2c1)CCCC3)S(=O)(=O)c1cccc([N+](=O)[O-])c1	.	.	44	-6%
90	CCOc1cccc2c1OC1(CCCCC1)N1N=C(c3cccnc3)CC21 (stereo not given)	.	.	30	-5%
91	O=C(O)CCCN1C(=O)C2C3CCC(O3)C2C1=O (stereo not given)	.	.	-18	0%

An excerpt, so the mix of outcomes need not match the whole.
